FEN1 inhibitor: qHTS Assay for the Inhibitors of Human Flap endonuclease 1 (FEN1). Recombinant FEN1 flap cleavage, fluorescence, 15 min. Potency, µM (titrated, usually from 114 µM), for the others: top-dose activity change, negative = inhibition, usual class: inhibitors. 390,000 tested, 0.35% active. AID 588795, 2011; further: nearly all actives have a fitted effect of over 65% in size
Target sequence (P39748 whole entry, looked up): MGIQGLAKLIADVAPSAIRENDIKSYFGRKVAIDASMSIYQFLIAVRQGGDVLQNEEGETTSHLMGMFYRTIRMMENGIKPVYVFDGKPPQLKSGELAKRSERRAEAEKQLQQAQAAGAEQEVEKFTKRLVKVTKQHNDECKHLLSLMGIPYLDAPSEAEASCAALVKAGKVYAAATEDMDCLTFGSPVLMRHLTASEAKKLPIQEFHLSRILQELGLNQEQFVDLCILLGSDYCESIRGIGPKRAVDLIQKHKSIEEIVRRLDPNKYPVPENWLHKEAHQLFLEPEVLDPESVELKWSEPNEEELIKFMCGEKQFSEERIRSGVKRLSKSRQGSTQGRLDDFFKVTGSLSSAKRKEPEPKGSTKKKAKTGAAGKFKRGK
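FEN1 at 10 nM preincubated with compounds 15 min at room temperature, then flap DNA substrate added at 50 nM final. Signal read at 0 and 15 min; concentration-response fitted with four-parameter Hill equation.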
GCN5L2 inh: qHTS Assay for Inhibitors of GCN5L2; 390,000 tested, 0.21% active; AID 504327, 2011; Potency, µM (titrated, usually from 58.9 µM), for inactives: top-dose activity change, negative = inhibition, actives largely listed as inhibitors; Histone acetyltransferase KAT2A (Homo sapiens), Q92830; GCN5L2 HAT assay, ThioGlo1 CoA-SH fluorescence
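Enzyme at 20nM final was mixed with library compounds for 15 min at room temperature. Peptide H3(1-25) at 75uM, acetyl-CoA at 70uM and ThioGlo1 at 50uM were then added. Plates were read immediately and after 20 min (Ex340nm/Em540nm).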
N370S GC: qHTS Assay for Inhibitors and Activators of N370S glucocerebrosidase as a Potential Chaperone Treatment of Gaucher Disease; Potency, µM (titrated, usually from 59.4 µM), without a hit: top-dose activity change, negative = inhibition, hits mostly inhibitors; N370S GC spleen homogenate, 4MU-glucoside fluorescence; Lysosomal acid glucosylceramidase (Homo sapiens), P04062; 330,000 tested, 0.092% active;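 further: 0% = full enzyme activity and -100% = no enzyme basal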
* = called active by the depositor; ? = inconclusive; . = not tested or not shown; & = joins results of further samples; [ ] = dose if it differs, or a comment. The call rests on the fitted dose curve; in most records, active means well fitted curve in the direction sought with a large enough effect; inconclusive means small, poorly fitted or top-dose-only effect, or another doubt; inactive means no such curve, though single readings can be large; an effect the other way counts as inactive or inconclusive. Unless noted, on the % scale 0 is the no-effect control and ±100 the full control effect; potency means the concentration at half of the fitted maximal effect. These rows are one share of the data, so the mix of outcomes need not match the whole.

SMILES	FEN1 inhibitor	GCN5L2 inh	N370S GC
O=C(CCC1N=C2c3ccccc3N=C(SCc3ccccc3F)N2C1=O)NCc1ccc(F)cc1 (stereo unspecified)	-13%	-4%	.
Cc1ccc(C(=O)NCCCNC(=O)COc2ccccc2Cl)cn1	10%	0%	-10%
COc1ccc(NC(=O)C2CCN(S(=O)(=O)c3ccc4[nH]c(=O)ccc4c3)CC2)cc1Cl	-6%	0%	.
CCCn1c(NC(=O)c2ccc(Br)cc2)nc2ccccc21	-14%	-1%	14%
COc1ccc(CCN2C(=O)c3oc4ccc(F)cc4c(=O)c3C2c2ccc(C(C)(C)C)cc2)cc1 (stereo unspecified)	-16%	-7%	.
CS(=O)(=O)NC1c2cccc3cccc(c23)C1N1CCOCC1 (stereo unspecified)	-14%	-24%	5%
COc1ccc(NC(=O)CCNS(=O)(=O)c2ccc(C)c(C)c2)cc1OC	-11%	-6%	-5%
CC(=O)N1CCc2cc(C(=O)CN3CCCCC3)ccc21	14%	-9%	3%
Cc1cc(NC(=O)c2cc(-c3ccccn3)nc3ccc(Br)cc23)no1	15%	2%	-23%
COc1ccc(N(Cc2ccccc2)S(=O)(=O)c2ccc(C)cc2)cc1	-13%	-9%	7%
COc1ccccc1NS(=O)(=O)c1cc(-c2cc(C)no2)ccc1OC	2%	-10%	1%
CCCN(c1ccc(C(C)C)cc1)S(=O)(=O)c1c(C)[nH]c(=O)[nH]c1=O	-2%	-3%	-2%
Cc1nc2ccc(S(=O)(=O)CCC(=O)Nc3ccc(Cl)cc3)cc2s1	14%	-6%	.
Cn1c(NC(=O)c2ccccc2F)cc(=O)n(C)c1=O	-2%	8%	-4%
CCOC(=O)C(Cc1ccccc1)C(=O)Nc1nccs1 (stereo unspecified)	1%	-2%	8%
CNC(=O)C1CC(=O)N(c2ccc(F)c(Cl)c2)C1 (stereo unspecified)	2%	-7%	-9%
COC(=O)C1=C(C)N(C(C)C)C(=O)C1(NC(=O)C1CCCCC1)C(F)(F)F (stereo unspecified)	8%	2%	.
COC(=O)/C(=N\Nc1ccc(Cl)cc1)Sc1nnc(-c2ccc(OC)cc2)n1C	14%	-12%	15%
O=C(CCc1nnc2n(Cc3ccccc3)c(=O)c3ccccc3n12)NCCN1CCOCC1	15%	-1%	-4%
CCOC(=O)c1cnc2ccc(Br)cc2c1NCCN1CCOCC1	-4%	-8%	.
S=C(Nc1ccc(Cl)cc1)N1CCCC1	-5%	3%	7%
CCN(C(=O)C1CCN(S(=O)(=O)c2cc(Br)cc3c2N(C(C)=O)CC3)CC1)c1cccc(C)c1	-3%	0%	.
COc1ccc(-c2cc3cc(-c4cc(OC)c(OC)c(OC)c4)ccc3o2)cc1	-12%	-7%	.
CCCNC(=S)N1CCC(NC(=O)Nc2ccc(C)cc2)CC1	-4%	-17%	3%
NC(=O)CSc1nc(-c2ccccc2)c(-c2ccccc2)o1	-5%	-3%	3%
Cc1ccccc1-c1nn2c(=O)cc(CN3CCN(C(=O)c4ccccc4Br)CC3)nc2s1	9%	-2%	.
CCn1c(CNC(=O)C23CC4CC(CC(C4)C2)C3)nnc1SCC(=O)Nc1nnc(C)s1	21%	-3%	-7%
COc1ccc(Cn2c(=O)[nH]c3cc(C(=O)N4CCN(c5ccc(OC)cc5)CC4)ccc3c2=O)cc1	3%	-5%	0%
Cc1noc(C)c1-c1nc(N(C)C)c2ccccc2n1	.	-9%	-2%
O=C(Nc1cc(C(F)(F)F)ccc1N1CCCC1)c1cccnc1	-4%	-10%	11%
COc1nc(Cc2ccc(Cl)cc2)nc2ccccc12	-4%	-7%	-7%
COCCn1c(SCC(=O)NC(=O)NCc2ccccc2)nc2ccccc2c1=O	-14%	0%	.
CCCN1CCN(CCCNC(=O)c2c(C)nn(-c3ccc(F)cc3)c2-n2cccc2)CC1	6%	1%	.
CC(C)CCNC(=O)C(c1ccco1)N(C(=O)Cn1nnc2ccccc21)c1ccc2c(c1)OCO2 (stereo unspecified)	6%	-7%	12%
COc1ccc(/C=C(\C#N)C(=O)Nc2ccc3[nH]c(=O)[nH]c3c2)cc1	4%	-7%	-4%
C/C(=N\NC(=O)c1cccc2ccccc12)c1cccs1	5%	-15%	-4%
Cc1cc(C)n(CCC(=O)N=Nc2c(O)[nH]c3ccc(Br)cc23)n1	-19%	-1%	8%
CCCn1c(N)c(C(=O)CSc2nnc(Cc3cccs3)n2C2CC2)c(=O)n(C)c1=O	-4%	-1%	.
O=C(Cn1c2c(c(=O)n3ncnc13)CCC2)N/N=C/c1ccc(Cl)cc1	21%	-1%	7%
CCOc1ccc(-c2nnn(CC(=O)Nc3cccc(OC)c3)n2)cc1OCC	-3%	2%	7%
CC(C)Oc1ccc(/C=N/NC(N)=S)cc1	11%	39%[activator]	9%
Cc1ccc(NC(=O)CCC(=O)NNC(=S)Nc2ccccc2)c(C)c1	2%	-2%	-7%
COc1ccc(NS(=O)(=O)c2ccc(S(=O)(=O)N3CCOCC3)cc2)cc1	-3%	-2%	-5%
Cc1cccc(-c2nc(N)nc(N)n2)c1	1%	-1%	-1%
O=C(COC(=O)C1(c2ccccc2F)CCCC1)NC1CCS(=O)(=O)C1 (stereo unspecified)	-4%	0%	-3%
O=C(c1ccccc1)c1cccn1CC(=O)N1CCc2ccccc2C1	-2%	-5%	-14%
Cc1nnc(SCc2c(Cl)cccc2[N+](=O)[O-])s1	14%	-3%	-2%
CN(C)C=NC1=NN(c2cccc(C(F)(F)F)c2)CC1	-5%	-2%	-7%
COc1ccc(C)cc1NC(=O)CSc1nc2ccccc2nc1N1CCOCC1	-16%	-1%	.
CCCOC(=O)c1ccc(Oc2cn[nH]c2-c2ccc(OC)cc2O)cc1	-23%	-5%	12%
COc1ccc(NS(=O)(=O)c2cc(Br)cc3c2N(C(C)=O)CC3)cc1	-5%	1%	-3%
COc1cccc(CN2CCC(C(=O)N3CCN(Cc4ccc5c(c4)OCO5)CC3)CC2)c1OC	-1%	-16%	-2%
CC(NC(=O)Nc1ccccn1)N1C(=O)C2C3C=CC(C3)C2C1=O (stereo unspecified)	-3%	2%	3%
O=C(NCc1ccccn1)Nc1ccc(Br)cc1Cl	-14%	-1%	1%
CCOC(=O)NC(Nc1ccc(OC)cc1)(C(F)(F)F)C(F)(F)F	7%	-4%	0%
COc1ccccc1CC(=O)O/N=C(\N)Cc1cccc2ccccc12	?	-3%	-1%
COC(=O)c1cccc(C23CC4(C2)[C@H](CN(Cc2ccc(-c5ccccc5)cc2)[C@@H]4c2ccccc2)C3c2ccccc2)c1 (stereo partly specified)	-6%	-7%	-3%&-11%
CCC(=O)N1CCc2cc(S(=O)(=O)N3CCN(C(=O)c4ccco4)CC3)ccc21	-2%	.	4%
COc1ccc(/C=N/NC(=O)COc2cc(C)cc(C)c2)cc1COC(C)=O	2%	1%	1%
CC(C)=C(NC(=O)c1ccccc1)C(=O)NCc1ccccc1	-2%	-3%	-7%

Looked up by compound from above (two):
SMILES	FEN1 inhibitor	GCN5L2 inh	N370S GC
COc1ccc(/C=N/NC(=O)COc2cc(C)cc(C)c2)cc1COC(C)=O	2%	1%	1%
CCCOC(=O)c1ccc(Oc2cn[nH]c2-c2ccc(OC)cc2O)cc1	-23%	-5%	12%

Additional records follow:
SMILES	FEN1 inhibitor	GCN5L2 inh	N370S GC
CN(C)CCCN(Cc1cc2cc3c(cc2[nH]c1=O)OCO3)C(=S)Nc1cccc(Cl)c1	-9%	-1%	3%
CC(Oc1ccc(Cl)cc1Cl)C(=O)NCCCN1CCOCC1 (stereo unspecified)	8%	-1%	-8%
CCOc1ccc(C(c2c(O)cc(C)n(CCOC)c2=O)N2CCN(c3ccccc3)CC2)cc1 (stereo unspecified)	-10%	-6%	.
Cc1ccc(C)c(CN2CCC(CNC(=O)CCc3nnc4ccc(N5CCC(C)CC5)nn34)CC2)c1	-2%	-10%	-4%
CC(=O)c1ccc(N2CCN(C(=S)Nc3ccc(Oc4ccccc4)cc3)CC2)cc1	-23%	-2%	5%
COc1ccc(NC(=O)C2CCCN(c3nn4c(=O)cc(C)nc4s3)C2)c(OC)c1 (stereo unspecified)	-7%	-4%	1%
COc1ccc(C)cc1S(=O)(=O)Nc1cccc(C)c1	0%	-1%	5%
O=C1NC(=Nc2ccc3ccccc3c2)S/C1=C/c1ccco1	-8%	?	0%
Cn1c(N)c(C(=O)COC(=O)/C=C/c2ccc(OC(F)F)cc2)c(=O)n(C)c1=O	-11%	1%	-10%
Cc1ccc(CNC(=O)CN2C(=O)CSc3c2c(C)nn3-c2ccccc2)cc1	5%	20%	.
COC1=C(OC)c2ccccc2C(C(=O)O)N/C1=C(/C)Nc1ccncc1 (stereo unspecified)	0%	-4%	5%
CCN1C(=NCc2ccccc2)N[C@@H](c2ccccc2)[C@H](C(=O)OC)[C@H]1C	6%	?	4%&-12%
CCOC(=O)c1cnn(C)c1NC(=O)c1ccc(Cl)cc1Cl	-4%	-5%	-11%
COC(=O)c1ccccc1N(C)S(=O)(=O)c1cc2c3c(c1)CC(=O)N3CCC2	8%	0%	.
COc1ccc2c(c1)CCc1sc(NC(=O)c3ccc(C)cc3)nc1-2	-16%	-15%	-6%
CC(=O)c1c(C)[nH]c(C(=O)CSc2nnc(C3CCCCC3)n2N)c1C	-8%	-1%	5%
CC(C)(C)[C@H]1CCC(=O)N([C@H](CC#N)Cc2ccccc2)CC1	14%&18%	-14%	-9%
COCCn1c(=O)c(-c2cc(F)cc(F)c2)nc2cncnc21	.	-7%	7%
Cc1sc2nc(CSC(C)C(=O)N3CCOCC3)[nH]c(=O)c2c1C (stereo unspecified)	4%	-3%	-10%
Fc1cccc(CNc2ncnc3ccc(-c4ccoc4)cc23)c1	.	-14%	-7%
O=C(Nc1ccc([N+](=O)[O-])cc1)Nc1cnccn1	-18%	-12%	-4%
O=C(NS(=O)(=O)c1ccc(NC(=O)C2CCCO2)cc1)c1ccccc1 (stereo unspecified)	2%	3%	5%
CCOc1ccc(C(C)=O)cc1N1C(=O)C2C3C=CC(O3)C2C1=O (stereo unspecified)	-3%	-6%	4%
C[C@H](Cc1nc2c(cnn2-c2ccccc2Cl)c(=O)[nH]1)C(F)(F)F	.	17%	-7%
O=[N+]([O-])c1cc(C(F)(F)F)cc([N+](=O)[O-])c1N1CCN(S(=O)(=O)c2ccccc2)CC1	-17%	-4%	4%
CC(C)C(=O)NCCc1c[nH]c2ccccc12	7%	1%	8%
O=C(Nc1ccccc1C(=O)O)c1ccc(NC(=O)C2CC2)cc1	0%	-2%	-14%
COc1ccc(CNC(=O)CSc2nc3c(oc4ccccc43)c(=O)n2CC2CCCO2)cc1 (stereo unspecified)	22%	0%	1%
COCCNC(=O)Cn1cc(C(=S)N2CCCCC2)c2ccccc21	-1%	-9%	17%
C=C[C@@H]1c2cccc(C)c2N(S(=O)(=O)c2ccc(C)cc2)[C@H](c2ccccc2)C1(C#N)S(=O)(=O)c1ccccc1 (stereo partly specified)	-10%	-7%	.
COc1cc2c3c(c1)-c1c(sn(-c4cc(OC)ccc4OC)c1=S)C(C)(C)N3C(=O)C2=O	-12%	-9%	10%
Cc1ccc(S(=O)(=O)n2c(C)nc3cc(C)ccc32)cc1	-4%	-6%	-1%
N#C/C(=C\c1ccc(N2CCOCC2)c([N+](=O)[O-])c1)c1nc2ccccc2[nH]1	?	-4%	2%
COC(=O)c1ccccc1NC(=O)c1cccc(COc2ccccc2Cl)c1	9%	0%	?
O=C(Nc1ccc(Cl)c(Cl)c1)OCCNC(=O)c1ccncc1	-14%	-3%	-9%
Cc1nc2ccc(NS(=O)(=O)c3ccc4c(c3)OCCO4)cc2s1	4%	-5%	-15%
CCOc1ccc(CC(=O)OCc2cc(=O)n3cc(Br)ccc3n2)cc1	-7%	-5%	17%

7 compounds from above, ordered by molar mass, smallest number first.
SMILES	FEN1 inhibitor	GCN5L2 inh	N370S GC
Cc1ccc(S(=O)(=O)n2c(C)nc3cc(C)ccc32)cc1	-4%	-6%	-1%
O=C(Nc1ccc(Cl)c(Cl)c1)OCCNC(=O)c1ccncc1	-14%	-3%	-9%
COCCNC(=O)Cn1cc(C(=S)N2CCCCC2)c2ccccc21	-1%	-9%	17%
COC(=O)c1ccccc1NC(=O)c1cccc(COc2ccccc2Cl)c1	9%	0%	?
CCOc1ccc(CC(=O)OCc2cc(=O)n3cc(Br)ccc3n2)cc1	-7%	-5%	17%
COc1cc2c3c(c1)-c1c(sn(-c4cc(OC)ccc4OC)c1=S)C(C)(C)N3C(=O)C2=O	-12%	-9%	10%
COc1ccc(CNC(=O)CSc2nc3c(oc4ccccc43)c(=O)n2CC2CCCO2)cc1 (stereo unspecified)	22%	0%	1%

Bioassay records (PubChem BioAssay)
